IMPase inh: cell-permeable inhibitors of inositol monophosphatase (IMPase) | P97697 | CHO-M1 cells, IP1 accumulation, HTRF TR-FRET ratio | inhibition (IP1 accumulation), % at 46.1 µM | 120,000 tested, under 10 active; active = well fitted curve in the direction sought with a large enough effect in the signal ratio, not every such curve was filed as active; inconclusive = small, poorly fitted or top-dose-only effect, or a change in a side signal; inactive = no such curve, though single readings can be large or run the other way; the % refers to the signal ratio;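 note: cells stimulated with carbachol in lithium chloride buffer; plate controls were DMSO basal wells for no effect and reference inhibitor wells for full effect; higher means more IMPase inhibition seen as more IP1 and lower FRET ratio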
Target sequence (P97697 whole entry, looked up): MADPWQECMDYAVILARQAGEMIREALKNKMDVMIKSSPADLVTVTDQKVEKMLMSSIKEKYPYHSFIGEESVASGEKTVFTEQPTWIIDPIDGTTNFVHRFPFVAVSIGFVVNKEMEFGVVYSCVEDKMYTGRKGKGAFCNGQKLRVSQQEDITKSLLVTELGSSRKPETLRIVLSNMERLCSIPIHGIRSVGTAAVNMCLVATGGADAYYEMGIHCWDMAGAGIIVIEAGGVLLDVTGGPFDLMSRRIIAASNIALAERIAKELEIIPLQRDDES
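CHO-M1 cells (CHO stably expressing M1 receptor), compound up to 46 uM final, stimulated with carbachol (50 uM as added) in buffer with 50mM LiCl, pH 7.4, 30 min at 37C. Cytosolic IP1 read by TR-FRET; AC50 from Hill fits.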
12-hLO inh: 12-hLO (ALOX12) enzyme inhibition | P18054 | purified 12-hLO, xylenol orange hydroperoxide absorbance | Potency, µM (titrated, usually from 57.1 µM), for inactives: at the highest dose activity change, negative = inhibition, actives largely listed as inhibitors | hit rate 0.12% among 150,000 | AID 1452; note: potency is the fitted concentration of half-maximal effect; nearly all actives have a fitted effect of over 55% in size; many of its hits are not listed in these tables
Target sequence (P18054 whole entry, looked up): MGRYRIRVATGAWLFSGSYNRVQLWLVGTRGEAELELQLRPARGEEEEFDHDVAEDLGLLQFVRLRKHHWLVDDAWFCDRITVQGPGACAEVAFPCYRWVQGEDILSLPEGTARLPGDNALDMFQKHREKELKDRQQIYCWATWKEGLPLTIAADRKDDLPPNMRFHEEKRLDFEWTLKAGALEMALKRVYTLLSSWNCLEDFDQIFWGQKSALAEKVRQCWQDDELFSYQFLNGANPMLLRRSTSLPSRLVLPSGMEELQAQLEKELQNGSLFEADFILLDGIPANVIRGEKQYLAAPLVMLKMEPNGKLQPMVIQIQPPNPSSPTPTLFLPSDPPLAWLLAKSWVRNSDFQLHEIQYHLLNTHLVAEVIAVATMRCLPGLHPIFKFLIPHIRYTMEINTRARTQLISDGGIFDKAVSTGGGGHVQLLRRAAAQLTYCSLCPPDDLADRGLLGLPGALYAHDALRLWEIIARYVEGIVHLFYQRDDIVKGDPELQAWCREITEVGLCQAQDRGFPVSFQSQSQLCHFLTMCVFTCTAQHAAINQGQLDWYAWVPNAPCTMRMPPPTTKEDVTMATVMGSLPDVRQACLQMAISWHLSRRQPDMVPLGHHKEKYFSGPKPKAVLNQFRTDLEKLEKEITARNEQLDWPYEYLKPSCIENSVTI
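Xylenol orange chromogenic assay: hydroperoxide from 12hLO oxidises Fe(II), giving red-shifted Fe(III)-XO absorbance. Conditions: 150 nM enzyme, 40 uM arachidonic acid, 25 mM Hepes pH 7.0, 0.01% Triton X-100, 30 min, room temperature.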
ALOX15B inhib: inhibitors of human 15-lipoxygenase 2 (ALOX15B); Potency, µM (doses to about 57.1 µM), without a hit: at the highest dose activity change, negative = inhibition, hits mostly inhibitors; hit rate 0.56% among 110,000; O15296; purified 15hLO-2, xylenol orange hydroperoxide absorbance; note: potency is the fitted concentration of half-maximal effect; nearly all actives have a fitted effect of over 60% in size; many of its hits are not listed in these tables
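Enzyme 50 nM, AA 45 uM, 25 mM Hepes pH 7.5 + 0.01% Triton X-100; cpd preinc 15 min RT, rxn 90 min RT; stop/detect with 200 uM XO + 300 uM Fe(II) in 50 mM H2SO4, 30 min; A573/A405.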
PNC assembly inh: blocks assembly of the perinucleolar compartment. PC3M PTB-GFP, PNC prevalence imaging, 16 h; active compounds read low. activity change (PNC), negative = inhibition, % at 10 µM. hit rate 3.1% among 140,000;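 active = readout at or below -70, meaning at least 70% loss of cells showing the perinucleolar compartment, a nuclear body marking cancer cells; inconclusive = readout between -30 and a set limit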;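 note: plate controls were DMSO wells for no effect and camptothecin positive control wells for full effect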
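Compounds are pinned in duplicate onto adhered PC3M cells stably expressing GFP-tagged PTB and incubated 16 h at 37 C. Cells are then fixed, nuclei stained with Hoechst, and PNC-positive cells counted.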
Numbers without * were called inactive; ? = inconclusive; / = no result given; [ ] = another dose, or the depositor's remark. Unless noted, calls come from the whole dose curve; as a rule, active = well fitted curve in the direction sought with a large enough effect; inconclusive = small, poorly fitted or top-dose-only effect, or another doubt; inactive = no such curve, though single readings can be large; an effect the other way counts as inactive or inconclusive. Unless noted, % is set by controls: 0 for no effect and ±100 for the full control effect. Some of the compounds tested, so the mix of outcomes need not match the whole.

Structure | ALOX15B inhib | PNC assembly inh | IMPase inh | 12-hLO inh
CNc1oc(-c2ccc(Cl)cc2)nc1P(=O)(c1ccccc1)c1ccccc1 | -9% | ? | 9 | ?
COc1ccc(C2N=C(c3ccccc3)C(C)(C)N2O)cc1OC (stereo not drawn) | -20% | ? | 6 | -5%
Cc1ccc(S(=O)(=O)NNC(=O)c2cnn(-c3ccccc3)c2-n2cccc2)cc1 | / | -18 | 7 | -23%
COc1ccc(NC2=NC(=S)N(c3ccccc3C)C23CCCCC3)cc1 | 1% | 36 | -3 | -11%
O=C(N/N=C/c1cccs1)c1n[nH]c2c1CCC2 | / | ? | -5 | 0%
CCc1ccccc1NC(=O)CSc1ncn[nH]1 | 10% | 9 | -8 | 1%
O=C(CSc1ncn[nH]1)Nc1ccccc1Sc1ccccc1 | 6% | 55 | 3 | 0%
Nc1nc2nc(-c3ccc(OCc4ccccc4)cc3)cc(C(F)(F)F)n2n1 | -8% | 47 | -10 | -1%
CCC1Oc2ccc(C)cc2N(CC(=O)N(Cc2cccnc2)Cc2ccc(C)o2)C1=O (stereo not drawn) | -23% | -11 | 3 | -3%
CC(C)CN1CC[C@@]2(CCCN(C(=O)c3cnccn3)C2)C1 | 7% | / | / | -1%
COc1cccc(NC(=O)N2CCCC2C(=O)NC2CC2)c1 (stereo not drawn) | -5% | ? | -8 | 2%
CNC(=O)Nc1nnc(C(C)(C)C)s1 | 0% | 12 | -4 | -3%

Taken from the results shown, 5 compounds:
Structure | ALOX15B inhib | PNC assembly inh | IMPase inh | 12-hLO inh
CNc1oc(-c2ccc(Cl)cc2)nc1P(=O)(c1ccccc1)c1ccccc1 | -9% | ? | 9 | ?
COc1ccc(C2N=C(c3ccccc3)C(C)(C)N2O)cc1OC (stereo not drawn) | -20% | ? | 6 | -5%
Cc1ccc(S(=O)(=O)NNC(=O)c2cnn(-c3ccccc3)c2-n2cccc2)cc1 | / | -18 | 7 | -23%
COc1ccc(NC2=NC(=S)N(c3ccccc3C)C23CCCCC3)cc1 | 1% | 36 | -3 | -11%
O=C(N/N=C/c1cccs1)c1n[nH]c2c1CCC2 | / | ? | -5 | 0%

(listing goes on)
Structure | ALOX15B inhib | PNC assembly inh | IMPase inh | 12-hLO inh
C=CCCCCCCCCC(=O)Nc1c[nH]c(=O)[nH]c1=O | -6% | ? | 3 | 1%
O=c1cc(O)c2sc(Nc3ccc(F)cc3)nc2[nH]1 | / | -13 | / | -6%
COc1ccccc1/C=C/C(=O)NCC(=O)N/N=C/c1cccnc1 | / | -11 | / | 2%
Cc1nn(-c2ccccc2)c2c1C(=O)N(c1ccccc1)C(=O)C(C)(C)C2 | -6% | 29 | 2 | 1%
CCc1ccc(C2(O)CC(C(F)(F)F)=NN2C(=O)Cc2ccc([N+](=O)[O-])cc2)cc1 (stereo not drawn) | / | 17 | 16 | -3%
CC(C)C(=O)Nc1ccc(-c2csc(-c3ccccc3)n2)cc1 | 4% | 42 | 8 | -1%
Cc1ccc(Cn2nc(C)c(NC(=O)C3(C)CC3(Br)Br)c2C)cc1 (stereo not drawn) | / | ? | / | -3%
O=C(Oc1ccc(-c2ccccc2)cc1)C1C2CCCCC21 (stereo not drawn) | / | 8 | / | -1%
O=C(/C=C/c1ccccc1)NC(=S)NNC(=O)c1cccnc1 | / | 30 | 0 | -3%
COc1ccccc1C(=O)Nc1nnn(C)n1 | 2% | 21 | 0 | 6%
Cc1ccc(C(=O)COC(=O)c2c(C)cc(=O)oc2C)cc1[N+](=O)[O-] | / | -22 | / | -4%
CC12CCC(C(=O)NC3CCCC3)(CC1=O)C2(C)C (stereo not drawn) | 4% | 30 | -13 | 2%

Among those listed so far, three have fluorine.
Structure | ALOX15B inhib | PNC assembly inh | IMPase inh | 12-hLO inh
Nc1nc2nc(-c3ccc(OCc4ccccc4)cc3)cc(C(F)(F)F)n2n1 | -8% | 47 | -10 | -1%
O=c1cc(O)c2sc(Nc3ccc(F)cc3)nc2[nH]1 | / | -13 | / | -6%
CCc1ccc(C2(O)CC(C(F)(F)F)=NN2C(=O)Cc2ccc([N+](=O)[O-])cc2)cc1 (stereo not drawn) | / | 17 | 16 | -3%

The listing continues:
Structure | ALOX15B inhib | PNC assembly inh | IMPase inh | 12-hLO inh
COC(=O)c1cc2c(s1)-c1ccccc1OC2 | 6% | ? | -12 | -8%
COc1ccc(OC)c(-c2csc3nnc(SCC(=O)Nc4ccc(NC(C)=O)cc4)n23)c1 | -5% | ? | 2 | 0%
Cc1cc(C)n(-c2ccc(C(=O)Nc3ccc4c(c3)OCCO4)cc2)n1 | 7%[2.29 µM] | -12 | -3 | -3%
COc1ccc(OCCC(=O)OCC(=O)NC(=O)NC(C)C)cc1 | 2% | 1 | -2 | -3%
CCN(CC)c1cnn(C/C(=N\OC)c2ccc(Cl)cc2)c(=O)c1Br | -8% | 2 | 11 | 0%
CCc1cc2c(N3CCCCC3)ncnc2s1 | -8% | 34 | 1 | 4%
C/C(=N\Nc1nc2ccccc2s1)c1cccs1 | / | -5 | / | 13µM*
Cc1ccc(-c2nnc3c(C(F)(F)F)nc4ccccc4n23)cc1 | -11%[11.4 µM] | ? | 4[1.84 µM] | 1%
COc1cc(F)ccc1S(=O)(=O)N1CCN(C23CC4CC(CC(C4)C2)C3)CC1 | 7% | -11 | 7 | 6%
CCCn1nnc(NC(=O)c2ccc(Br)o2)n1 | -1% | 27 | -3 | 3%
C=C(C)Cn1c(SCCN2CCOCC2)nc2c1c(=O)[nH]c(=O)n2C | / | ? | 3[0.0738 µM] | -1%
O=C(N/C(=C/c1ccco1)C(=O)N1CCCC1)c1cccs1 | / | -106* | -7 | -3%

One compound at a time (already shown). Order of screens: ALOX15B inhib | PNC assembly inh | IMPase inh | 12-hLO inh
Listed for C=C(C)Cn1c(SCCN2CCOCC2)nc2c1c(=O)[nH]c(=O)n2C = / | ? | 3[0.0738 µM] | -1%
Listed for CCc1cc2c(N3CCCCC3)ncnc2s1 = -8% | 34 | 1 | 4%

Further structures follow:
Structure | ALOX15B inhib | PNC assembly inh | IMPase inh | 12-hLO inh
O=C(NC1CCCCC1)C1CCN(c2cnccn2)CC1 | -5% | -95* | 0 | 2%
Cn1c(=O)n(-c2ccc(Cl)cc2)c(=O)c2c3c(sc21)COC(C)(C)C3 | -2% | -12 | 5 | 7%
O=C(c1ccco1)N1CCN(Cc2cccc(F)c2)CC1 | -8% | ? | -6 | -8%
CCOC(=O)CSc1nnc(-c2ccc(OC)cc2)n1CC | 6% | 15 | 9 | -7%
CC[C@H]1C2=C3C(CC[C@H]4C(OC)OC[C@](C)([C@@H]34)N(C(=O)OC(C)(C)C)C2)C(CO)C1CO (stereo partly drawn) | -3% | / | / | -2%
Cc1ccccc1-n1nc(-c2ccc(N)cc2)cc1N | 5% | 36 | 0 | -7%
COc1ccccc1CNC(=O)CCCNS(=O)(=O)c1cccc2nsnc12 | / | 9 | -2 | 1%
Cc1ccc(-c2ccc(=O)n(CC(=O)NCCN3C(C)CCCC3C)n2)cc1 (stereo not drawn) | 14% | 27 | -6 | -1%
COC(=O)[C@@]1(Cc2ccc(F)cc2)[C@H]2c3cc(C(=O)N4CCCC4)n(Cc4ccc(Cl)c(C(F)(F)F)c4)c3C[C@H]2CN1C(=O)c1ccccc1 | 4% | / | / | -3%
COc1ccc(CCNC(=O)c2oc3ccc(S(=O)(=O)N4CCOCC4)cc3c2C)cc1OC | -4% | 16 | 5 | 1%
O=C(CSC1=NCCS1)N1CCCC1 | 2% | -14 | -1 | 0%
CCOC(=O)N1CCC(n2c(SCC(=O)c3ccccc3)nc3ccsc3c2=O)CC1 | -17% | -1 | 1 | 0%
O=C(COC(=O)c1cc[n+]([O-])cc1)NCC12CC3CC(CC(C3)C1)C2 | 3% | 17 | 0 | 2%
CC(=O)OC12CC3CC(C1)C(=NO)C(C3)C2 | 4% | ? | -2 | 3%
OCCCNc1nc(-c2ccc(Cl)cc2)nnc1-c1ccccc1 | / | ? | / | -18%
CC(=O)c1ccc(NC(=O)CSc2nccn2CCc2ccccc2)cc1 | 8% | 65 | 5 | -6%
CC(NS(=O)(=O)c1ccc(Br)cc1)C(=O)NCCc1ccccc1 (stereo not drawn) | / | 11 | 5 | 2%
COc1ccc(N2C(=O)/C(=C3/C=CC=CN3C)SC2=S)cc1 | / | 78 | / | 6%
c1ccc(CCNc2ncnc3c2nnn3Cc2ccccc2)cc1 | 2% | -5 | 13 | 2%
CN(CC(=O)O)S(=O)(=O)c1cccs1 | -3% | -9 | 1 | 7%
CCCC12CN3CCN(CC(C3)/C1=N\NC(=O)c1ccc(C(C)(C)C)cc1)C2 | / | -26 | -2 | 2%
CN(C)CCCCNCCCNC(=O)/C=N\O | 7% | -23 | -8 | 10%
N#Cc1ccc(CN2CC3(CCN(C(=O)c4cnccn4)CC3)C2)cc1 | -1% | / | / | 6%
CCOc1ccc2[nH]c(=O)c(CN(CCc3ccccc3)C(=O)N3CCCC3)cc2c1 | 7% | -29 | 8 | -4%

Quoted at random: 3 records from the list
Structure | ALOX15B inhib | PNC assembly inh | IMPase inh | 12-hLO inh
CCCC12CN3CCN(CC(C3)/C1=N\NC(=O)c1ccc(C(C)(C)C)cc1)C2 | / | -26 | -2 | 2%
CC(=O)OC12CC3CC(C1)C(=NO)C(C3)C2 | 4% | ? | -2 | 3%
O=C(COC(=O)c1cc[n+]([O-])cc1)NCC12CC3CC(CC(C3)C1)C2 | 3% | 17 | 0 | 2%

Next part:
Structure | ALOX15B inhib | PNC assembly inh | IMPase inh | 12-hLO inh
CCc1ccccc1OCCCCN1CCCC1 | 1% | ? | 12 | 9%
C=CCn1c(-c2c[nH]c3ccccc23)n[nH]c1=S | 6% | 0 | 9 | 0%
O=C(CCCOc1ccccc1)N1CCc2ccccc2C1 | -10% | -8 | 13 | -5%
COC(=O)C1=C(C)NC(c2c(O)ccc3ccccc23)C(C(=O)OC)=C1C (stereo not drawn) | / | 44 | / | 3%
CCOC(=O)N1CCN(C(=O)c2ccc(N3CCCC3=O)cc2)CC1 | -2% | -22 | ? | 1%
NCc1ccc(C(=O)O)cc1 | -4%[11.4 µM] | / | / | -3%[11.4 µM]
COc1cc(C2NC(=O)C(C#N)=C(S)N2c2ccccc2)ccc1OC(C)C (stereo not drawn) | / | 325 | -7 | -1%
OC1(c2cccc(C(F)(F)F)c2)CCN(c2ncnc3c2[nH]c2ccccc23)CC1 | -11% | -17 | 1 | -2%
Cc1ncc[nH]1 | -1% | / | / | -2%
Cc1ccc(-c2cc(C(=O)Nc3c(C)n(C)n(-c4ccccc4)c3=O)[nH]n2)c(O)c1 | 9% | 2 | -4 | -2%
Oc1c(CN2CCN(c3ccccc3)CC2)cc(Br)c2cccnc12 | 56%[activator][11.4 µM] | / | / | -20%[11.4 µM]
Nc1ccc([N+](=O)[O-])cc1O | -14% | / | / | -7%
